# SKN-1 inh: inhibitors of C. elegans SKN-1; 360,000 tested, 0.49% active; inhibition, % at 21.8 µM; C. elegans VP596 Pgst-4::GFP/RFP ratio, acrylamide-induced, 24 h;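 active means interference check ratio from 0.5 to 1.5 plus GFP to RFP signal ratio inhibition reaching or exceeding a fixed threshold, cut at about 30% in these data, passing the limit was not always enough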; further: some compounds called inactive have numbers as strong as hits
# Scp1 inh: Scp-1 (human) phosphatase inhibition. Recombinant Scp1, phosphopeptide, malachite green phosphate absorbance. inhibition, % at 20 µM. 340,000 tested, 0.88% active;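 active means inhibition above about 50% at 20 µM, limit read from the data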;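 further: plate controls were DMSO wells with enzyme for no effect and wells lacking enzyme for full effect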
#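 Test system: SCP-1 catalytic domain; Buffer or medium: Acidic Tris acetate buffer with magnesium and detergent; Also added: Phosphorylated 17-residue peptide substrate; Compound: single 20 µM dose, 1% DMSO; Schedule: enzyme reaction 45 min at room temperature, colour 5 min, stabilisation 30 min; Signal: Phosphate-binding colour reagent, absorbance read at 630 nm.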
# LMPTP block: blocks human LMPTP phosphatase; recombinant LMPTP-A, OMFP fluorogenic substrate, fluorescence intensity; 360,000 tested, 0.22% active; inhibition, % at 20 µM; AID 651560; P24666;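 active means compounds that cut the enzyme signal by at least half of the control window in the single-dose screen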;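 further: plate controls were DMSO wells with enzyme plus substrate for no effect and substrate without enzyme for full effect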
# Target sequence (P24666 whole entry, looked up): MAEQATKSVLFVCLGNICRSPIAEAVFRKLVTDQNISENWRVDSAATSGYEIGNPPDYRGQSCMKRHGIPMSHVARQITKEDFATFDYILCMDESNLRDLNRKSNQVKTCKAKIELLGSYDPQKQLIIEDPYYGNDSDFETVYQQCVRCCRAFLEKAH
#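 test system = LMPTP-A | amount = 0.625 nM LMPTP-A final | reagent = fluorogenic phosphatase substrate OMFP at 400 µM final | incubation = 50 min at room temperature | benchmarks = no-enzyme low control, uninhibited high control | medium = Bis-Tris pH 6.0, DTT, detergent | signal = fluorescence intensity of OMFP turnover product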
# SUMO1-SIM PPI: modulators of human SUMO1-mediated protein-protein interactions; 360,000 tested, 0.33% active; inhibition, % at 20 µM; SUMO1 binding to a labelled peptide, TR-FRET, 1 h; in the data active means inhibition above about 37%
# Target sequence (P63165 whole entry, looked up): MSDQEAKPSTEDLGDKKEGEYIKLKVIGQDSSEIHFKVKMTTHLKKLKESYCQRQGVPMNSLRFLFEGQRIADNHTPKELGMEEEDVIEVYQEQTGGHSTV
# DNMT1 block: inhibitors of human DNMT1; AID 588458; DNMT1 molecular beacon, Hinp1I cleavage, fluorescence; 360,000 tested, 0.83% active; inhibition (reported as % activation of signal), % at 10 µM; P26358; in the data active means inhibition above about 50%
# STEP block: STEP (human) phosphatase inhibition; P54829; recombinant STEP, OMFP fluorogenic substrate, fluorescence; inhibition, % at 20 µM; 360,000 tested, 0.25% active; AID 588621;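 active means inhibition at 20 µM, scaled per plate between control wells, above about 37%, limit read from the data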;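 further: 0% = DMSO with enzyme and substrate and 100% = substrate only without enzyme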
#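 System: STEP (striatal-enriched tyrosine phosphatase) enzyme, cell-free; medium: Bis-Tris pH 6.0 buffer with DTT, detergent; dosing: 20 µM, 1% DMSO; times: reaction 20 min, ambient temperature; detection: fluorescence, 480/540 nm; read-out basis: normalized % inhibition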
# NadD inh: blocks S. aureus nicotinate mononucleotide adenylyltransferase; purified NadD enzyme, colorimetric absorbance read-out; inhibition, % at 20 µM; 360,000 tested, 0.78% active; in the data active means inhibition above about 26%; further: some compounds past the cut are filed as inactive
# Tb MetRS inh: blocks T. brucei methionyl-tRNA synthetase activity; AID 624268; purified T. brucei MetRS, ATP depletion, Kinase-Glo luminescence; inhibition, % at 11.9 µM; 360,000 tested, 0.4% active;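 active means inhibition above a per-plate cutoff of the control wells' mean inhibition plus 3 SD, cut at about 5.5% in these data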;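 further: 0% = DMSO wells median and 100% = median of wells with control inhibitor compound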
#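 System: purified T. brucei MetRS enzyme / Detection: Kinase-Glo luciferase luminescence reporting remaining unconsumed ATP / Medium: HEPES buffer with MgCl2, KCl, DTT, spermine, BSA, pyrophosphatase / Replication: singlicate, one well per compound / Evaluation: percent inhibition relative to median high and low control wells / Schedule: 2 h aminoacylation at 25 °C after 15 min preincubation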
# CendR NRP1 mod: NRP-1/CendR interaction modulation; FAM-RPARPAR peptide binding to NRP-1, fluorescence polarization; inhibition, % at 25 µM; 360,000 tested, 0.85% active; AID 602438;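 active means inhibition or corrected inhibition above about 18%, plus a signal ratio from 0.5 to 1.5, limit read from the data, passing the limit was not always enough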; further: strong numbers were not always called active
# Neddyl block: blocks human cullin neddylation; AID 651699; P61081+Q13564; 360,000 tested, 0.58% active; TR-FRET cullin neddylation, biochemical; calls only at 25 µM; in the data active means inhibition above about 36%
# Target sequence (P61081 whole entry, looked up): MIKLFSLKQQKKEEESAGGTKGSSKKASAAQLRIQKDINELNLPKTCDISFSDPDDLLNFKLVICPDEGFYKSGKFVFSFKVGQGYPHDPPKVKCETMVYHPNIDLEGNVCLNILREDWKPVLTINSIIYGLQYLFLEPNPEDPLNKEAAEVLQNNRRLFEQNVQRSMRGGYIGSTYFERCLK
# Target sequence (Q13564 whole entry, looked up): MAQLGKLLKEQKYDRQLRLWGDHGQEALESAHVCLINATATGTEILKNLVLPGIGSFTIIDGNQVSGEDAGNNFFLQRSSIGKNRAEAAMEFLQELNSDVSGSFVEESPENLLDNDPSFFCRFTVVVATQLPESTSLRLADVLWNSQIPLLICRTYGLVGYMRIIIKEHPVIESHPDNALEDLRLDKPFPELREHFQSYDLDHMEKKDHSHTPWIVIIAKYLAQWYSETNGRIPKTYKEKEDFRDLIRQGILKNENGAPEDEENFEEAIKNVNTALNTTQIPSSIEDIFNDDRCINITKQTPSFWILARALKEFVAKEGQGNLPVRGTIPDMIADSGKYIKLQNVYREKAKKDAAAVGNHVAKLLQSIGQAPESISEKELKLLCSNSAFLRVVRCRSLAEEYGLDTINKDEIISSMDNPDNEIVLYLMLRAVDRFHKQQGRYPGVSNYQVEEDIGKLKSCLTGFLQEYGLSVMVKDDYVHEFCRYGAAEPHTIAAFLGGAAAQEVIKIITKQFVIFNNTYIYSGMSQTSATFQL
# * marks the source's active call; other numbers are inactive results; i = inactive; · = not tested or not shown.
SMILES,SKN-1 inh,Scp1 inh,LMPTP block,SUMO1-SIM PPI,DNMT1 block,STEP block,NadD inh,Tb MetRS inh,CendR NRP1 mod,Neddyl block
Cc1ccc(C(=O)N/C(=C/c2ccco2)C(=O)N2CCCCC2)cc1,13,-5,-0.8,-2,0,4,-3,0.2,-31,i
C=CCNC(=O)c1ccc(CSc2nc3ccccc3s2)cc1,-6,-10,1.0,0,-6,1,-9,-0.8,16,i
CN(CC(=O)Nc1ccccc1Cl)C(=O)Cn1cnc2ccc(Cl)cc2c1=O,0,-2,-1.1,-1,2,-4,4,-0.3,14,i
O=C(CN1C(=O)NC2(CCCCCC2)C1=O)NCc1ccccc1Cl,11,-9,-1.7,5,1,-3,-16,-0.2,3,i
COc1ccc(C2=NN(C(=O)c3ccccc3)C(c3cccc([N+](=O)[O-])c3)C2)cc1 (stereo unspecified),4,-23,3.2,-4,-3,5,-10,-1.1,9,i
CCOCC(=O)Nc1c(C(=O)Nc2ccccc2OC)oc2ccccc12,-17,-1,-0.9,-8,11,2,-11,0.7,-8,i
Cc1oc(-c2cccc(Cl)c2)nc1CS(=O)(=O)CC(=O)NCc1ccco1,16,-6,0.5,3,-4,-2,-7,-0.1,17,i
Cc1ccc(NC(=O)c2nc[nH]c2C(=O)N[C@@H](C)c2ccccc2)cc1,-9,-6,3.0,9,-28,-4,8,-0.3,32*,i
Cc1ccc(S(=O)(=O)N2[C@@H](c3ccc(C(C)(C)C)cc3)C(C(=O)O)=CC[C@H]2c2cccs2)cc1,-5,8,1.1,7,8,3,5,-1.2,-13,i
N#C/C(=C1/CCCCCN1)c1nc2ccccc2[nH]1,-1,5,-0.3,-4,-1,0,-4,-1.0,-10,i
Cc1ccc(C(C)C)c(OCC(=O)Nc2sc3c(c2C#N)CC(C)(C)NC3(C)C)c1,8,-1,1.4,-5,3,3,-7,0.1,-4,i
COc1cc(O)c(C=Nc2ccccc2NS(=O)(=O)c2ccc(C)cc2)c(OC)c1,0,12,-1.1,2,11,-2,2,0.4,-8,i
COc1cccc(C(=O)NC2CC(C)(C)NC(C)(C)C2)c1OC,2,-2,0.3,-1,-2,0,1,0.4,0,i
O=c1[nH]c(C2CCN(S(=O)(=O)c3ccc4c(c3)OCCO4)CC2)nc2c1nnn2Cc1ccccc1F,-8,-11,3.7,3,-1,-1,34*,-0.1,-21,i
Cc1ccc(NC(=O)CCc2nnc3ccc(NCc4ccco4)nn23)nc1,-7,12,-0.7,5,4,-6,-3,-1.1,-9,i
CCCCCN(C(=O)CCC(=O)OCC(=O)Nc1ccc(C)cc1F)c1c(N)n(CCCC)c(=O)[nH]c1=O,4,-9,-0.3,8,0,5,-1,0.4,16,i
CCCc1n(CC(O)COCC2CC=CCC2)c2ccccc2[n+]1C (stereo unspecified),7,67*,-1.0,-3,-3,-1,11,-0.8,-3,i
COc1cc2[nH]c(O)c(C=O)c2cc1OC,4,-8,-0.8,-15,3,1,-2,-0.4,8,i
Fc1ccccc1N=C1Nc2cccc3cccc1c23,8,1,6.0,-4,-4,2,-2,0.0,-3,i
CCc1[nH]nc(C(=O)N2CCCC(CCC(=O)N3CCN(c4ccccn4)CC3)C2)c1C (stereo unspecified),-6,-7,0.8,0,7,0,3,1.1,13,i
O=C(C1CCC(=O)N(C2CCCC2)C1)N1CCC(Oc2ccccc2Cl)CC1 (stereo unspecified),13,-4,-1.2,1,1,-1,2,-0.3,4,i
O=C(OCCOCn1cc(Br)c(=O)[nH]c1=O)c1ccccc1,-24,0,-1.7,3,-5,-1,-4,-0.5,5,i
CCC(=O)Nc1cc(C(=O)O)ccc1Sc1ccc(C)cc1,-4,7,1.2,5,8,3,-4,0.2,2,i
COC(=O)c1ccc(NC(=O)c2ccccc2C(=O)Nc2ccc(C(=O)OC)cc2)cc1,7,-20,0.5,-21,5,1,0,-0.3,4,i
O=S1(=O)NC(=NCCc2ccccn2)c2ccccc21,5,3,-0.5,5,0,-2,-1,-1.4,5,i
Cc1cc2cc(CNC(=S)Nc3ccc(OC(F)F)cc3)ccc2n1C,46*,6,5.0,-61,13,-3,27,-0.4,7,i
O=C(CCn1ccc2ccccc21)NC1CCCc2ccccc21 (stereo unspecified),13,-10,1.7,4,-9,-1,-3,-0.8,-11,i
COc1cc(C(=S)N2CCCC2)cc(Cl)c1O,7,-2,-0.3,3,0,1,-7,-0.2,7,i
Cc1ccc(S(=O)(=O)N(CC(=O)NCc2ccc(F)cc2)C(=O)N2CCN(C)CC2)cc1,-12,-2,-2.2,-1,4,1,-4,-0.3,7,i
CCC(=O)Nc1ccc(-c2ccc(N3CCC(C)CC3)nn2)cc1,1,-3,2.1,-18,4,4,-1,-0.4,0,i
CCOC(=O)C1CCN(C(=O)CC(C)c2ccccc2)CC1 (stereo unspecified),-32,-1,-0.1,-1,4,2,-6,-0.6,10,i
COc1cccc(C2CC3(CC(C)(C)NC(=S)N3)Oc3cc(O)ccc32)c1 (stereo unspecified),7,-1,0.7,2,9,112*,7,-0.3,-6,i
FC(F)(F)c1cnc(NNC(=S)Nc2cccnc2)c(Cl)c1,9,-1,-0.9,1,-2,-3,-6,-0.7,-17,i
Cc1ccc(NCC(=O)N/N=C/c2ccc(C(=O)O)cc2)cc1,6,1,-0.8,-11,-4,0,-1,-0.1,11,i
COc1cccc(OC)c1C(=O)N1CCN(Cc2ccncc2)CC1,2,-5,-0.4,-2,3,-1,7,0.1,-1,i
O=C(CSc1ccc(Br)c2cccc(Cl)c12)Nc1ccc(S(=O)(=O)Nc2nccs2)cc1,5,-4,3.9,15,-3,0,71*,-0.5,-6,i
O=[N+]([O-])c1cc(C(F)(F)F)ccc1N1CCN(S(=O)(=O)c2ccc3c(c2)CCCC3)CC1,1,-16,0.6,7,0,4,4,-0.4,2,i
Cc1nnc(OC(C)C)c2nn(-c3ccccc3F)c(C)c12,8,-5,-0.5,1,0,1,-1,-0.5,0,i
COc1cccc(/C=C/C(=O)OCC(=O)N2c3ccccc3NC(=O)C2(C)C)c1,2,-9,0.2,3,5,2,-5,0.0,0,i
NNC(=O)Cn1nnc(-c2ccc(C(F)(F)F)cc2)n1,-17,1,-1.3,-2,7,2,-7,0.3,1,i
Cc1cccc(OCCn2c(S(=O)(=O)O)nc3ccccc32)c1,4,-4,-1.7,0,0,-4,4,-0.4,9,i
COc1ccccc1Nc1c2c(nc3ccccc13)CCC2,2,-5,12,-3,-1,-2,-6,-0.3,1,i
COc1cccc(N2CC(NS(=O)(=O)c3cccs3)CC2=O)c1 (stereo unspecified),0,-7,-0.8,-1,0,-1,-2,-0.5,-12,i
COC(=O)c1ccc(CSc2nnc(C)n2N)o1,-9,-10,-2.3,4,1,-8,3,0.1,0,i
CC(=O)C[C@H](O)CC(=O)[C@H]1OC(=O)CC/C=C\Cc2ccccc21,-18,5,-0.4,-1,5,0,3,0.2,14,i
O=C(CCNC(=O)c1ccco1)NCc1ccccc1,1,2,0.8,-6,-2,-1,0,-1.5,8,i
Cc1cc(NC(=O)CSC2=Nc3ccccc3C3=NC(Cc4ccccc4)C(=O)N23)n[nH]1 (stereo unspecified),13,-4,-1.4,0,-2,2,2,1.2,-2,i
CC(C)(C)C1CCc2onc(C(=O)N3CCOCC3)c2C1 (stereo unspecified),-1,-3,-0.7,-1,2,-6,17,-0.9,-9,i
CCN(Cc1ccccc1)C(=O)c1cc(COc2c(F)cccc2F)on1,-5,-12,0.7,1,-1,-1,-9,0.3,-7,i
CCn1c2ccccc2c2cc(NC(=O)c3cc(OC)c(OC)c(OC)c3)ccc21,4,-20,3.6,4,-8,0,-2,0.1,-14,i

# More records.
SMILES,SKN-1 inh,Scp1 inh,LMPTP block,SUMO1-SIM PPI,DNMT1 block,STEP block,NadD inh,Tb MetRS inh,CendR NRP1 mod,Neddyl block
COc1nc(OC)nc(N2CCC(C(=O)NC3CCCCCC3)CC2)n1,-16,-6,-2.5,2,2,3,-1,0.7,11,i
CCCCC[C@H]1CN(CCc2ccccc2)C(=O)[C@@H]1CC(=O)NCc1ccc(OC)cc1,4,7,1.3,6,-14,3,0,-0.3,6,i
Brc1cc2c(cc1Br)OCCOCCOCCO2,13,-9,-2.0,4,2,1,-5,0.5,15,i
CCC(C)NC(=O)c1ccc2c(c1)S(=O)(=O)c1ccccc1C2=O (stereo unspecified),14,-7,0.1,-33,0,-1,-2,-0.1,3,i
O=C(NNC(=O)c1ccco1)Nc1ccccc1,5,-9,-0.1,1,0,-2,-1,-0.3,-1,i
COc1ccccc1Cn1c(=S)[nH]c2cc(C(=O)N3CCN(C)CC3)ccc2c1=O,7,-1,-0.9,0,-18,3,1,-1.0,0,i
Cn1c(-c2sccc2OCc2cccc(C(F)(F)F)c2)n[nH]c1=S,-5,-5,-0.3,0,-1,0,5,-0.5,12,i
CCCc1nc2n[nH]c(N)c2c2c1CCCC2,19,-5,0.2,1,2,-2,2,-0.3,-5,i
Cc1c(NC(=O)c2ccc3c(c2)C(=O)N(Cc2ccco2)C3=O)cccc1C(=O)O,1,14,1.7,0,5,4,-6,-0.2,3,i
CCOC(=O)C1=CC[C@@H](c2cccc(Br)c2)N(S(=O)(=O)c2ccc(F)cc2)[C@H]1c1cccc(Cl)c1,5,·,1.8,0,·,·,·,-0.6,-1,i
O=c1oc2ccccc2c(O)c1/C=N/c1ccccn1,3,-6,0.7,1,-3,1,-3,-0.2,-13,i
COc1cc(Cn2c3ccc(NC(=O)CCc4cccnc4)cc3c(=O)n2C)ccc1F,-3,·,1.4,2,-1,2,-2,-0.1,-17,·
Cc1ccc(OCC(=O)N/N=C2/SCC(=O)N2Cc2ccccc2)cc1,0,-1,-0.6,1,4,-1,-1,-0.8,-2,i
Cc1cc(C)cc(NC(=O)CCc2c(C)nn(-c3ccc(N4CCOCC4)nn3)c2C)c1,12,-9,0.1,-2,3,3,-14,-0.6,6,i

# 3 compounds picked at random from those above, as already listed:
SMILES,SKN-1 inh,Scp1 inh,LMPTP block,SUMO1-SIM PPI,DNMT1 block,STEP block,NadD inh,Tb MetRS inh,CendR NRP1 mod,Neddyl block
O=c1oc2ccccc2c(O)c1/C=N/c1ccccn1,3,-6,0.7,1,-3,1,-3,-0.2,-13,i
COc1cc(Cn2c3ccc(NC(=O)CCc4cccnc4)cc3c(=O)n2C)ccc1F,-3,·,1.4,2,-1,2,-2,-0.1,-17,·
Cc1ccc(OCC(=O)N/N=C2/SCC(=O)N2Cc2ccccc2)cc1,0,-1,-0.6,1,4,-1,-1,-0.8,-2,i

# Screening data (PubChem)
